OX1R antag-1 – OX1R (HCRTR1) antagonists, primary screen, fluorescence, CHO/OX1R cells, Fluo-8 calcium, orexin A | Orexin/Hypocretin receptor type 1 (Homo sapiens), O43613 | Fluo-8 calcium fluorescence | inhibition, % at 5 µM | 330,000 compounds, 0.43% hits | AID 434989, 2010;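 active means inhibition above its plate's threshold, mean inhibition of all tested compounds on the plate plus 3 SD, cut at about 37% in these data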;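 further: 0% = orexin A challenge wells and 100% = SB-334867-A antagonist wells; not every result past the cut was called active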
Target sequence (O43613 whole entry, looked up): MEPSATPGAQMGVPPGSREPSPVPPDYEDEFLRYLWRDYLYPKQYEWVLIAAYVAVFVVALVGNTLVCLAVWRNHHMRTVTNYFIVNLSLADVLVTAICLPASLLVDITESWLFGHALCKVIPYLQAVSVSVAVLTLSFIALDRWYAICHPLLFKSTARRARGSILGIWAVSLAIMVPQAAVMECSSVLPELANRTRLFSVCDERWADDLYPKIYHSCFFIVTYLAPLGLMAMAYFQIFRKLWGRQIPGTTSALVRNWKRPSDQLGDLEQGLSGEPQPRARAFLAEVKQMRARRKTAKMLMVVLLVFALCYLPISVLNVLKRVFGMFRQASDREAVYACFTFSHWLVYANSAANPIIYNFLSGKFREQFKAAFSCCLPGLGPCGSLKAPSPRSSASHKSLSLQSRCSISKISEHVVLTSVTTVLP
OX1R antag-2 – antagonists of human orexin 1 receptor (OX1R) | Orexin/Hypocretin receptor type 1 (Homo sapiens), O43613 | OX1R-expressing cells, FRET antagonist read-out | inhibition, % at 6.6 µM | 330,000 compounds, 1.8% hits | AID 485270, 2010; in the data active means inhibition mostly above about 38%, no sharp cut-off; inactive means mostly below about 40%;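 further: 0% = agonist challenge alone and 100% = reference antagonist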
STK33 kinase inh – inhibitors of purified STK33 kinase, primary screen, biochemical, ADP-Glo luminescence, homogeneous, cell-free. MBP phosphorylation. Serine/threonine-protein kinase 33 (Homo sapiens), Q9BYT3. 320,000 compounds, 0.073% hits. inhibition, % at 10 µM. AID 2661, 2010;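 active means inhibition at or above 25%, using the most active replicate where run in duplicate; inactive means inhibition below 25%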
Target sequence (Q9BYT3 whole entry, looked up): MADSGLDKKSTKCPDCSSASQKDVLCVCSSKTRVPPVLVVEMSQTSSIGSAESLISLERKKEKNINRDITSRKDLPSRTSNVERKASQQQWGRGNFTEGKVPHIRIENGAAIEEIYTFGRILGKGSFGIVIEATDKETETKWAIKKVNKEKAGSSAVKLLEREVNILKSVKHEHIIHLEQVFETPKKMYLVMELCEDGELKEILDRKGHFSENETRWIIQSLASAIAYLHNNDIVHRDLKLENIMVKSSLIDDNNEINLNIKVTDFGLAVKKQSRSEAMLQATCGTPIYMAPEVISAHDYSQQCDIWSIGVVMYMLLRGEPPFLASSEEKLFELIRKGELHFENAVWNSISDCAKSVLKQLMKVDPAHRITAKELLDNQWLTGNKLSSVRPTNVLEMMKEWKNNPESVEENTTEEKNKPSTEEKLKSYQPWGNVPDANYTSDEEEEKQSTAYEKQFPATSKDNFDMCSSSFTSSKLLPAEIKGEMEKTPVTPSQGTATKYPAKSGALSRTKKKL
Numbers without * were called inactive; · = no result given.

OX1R antag-1	OX1R antag-2	STK33 kinase inh	compound
0	15	-1.7	CCc1ccc(N2CC(C(=O)Nc3ccc4c(c3)OCO4)CC2=O)cc1 (configuration not stated)
4	1	-0.6	CN(c1ccc(OCC(=O)Nc2ccc3[nH]c(=O)[nH]c3c2)cc1)S(=O)(=O)c1ccc(Cl)cc1
-14	8	7.6	Cc1[nH]c2ccccc2c1C(c1ccccn1)N1CCC(C)CC1 (configuration not stated)
-12	3	-0.4	Cc1ccc(C)c(C(=O)CN2C(=O)C(=O)N(C3CCCC3)C2=O)c1
-9	31	-0.3	COC(=O)c1cccc(NC(=O)CN(c2ccc3c(c2)OCO3)S(C)(=O)=O)c1C
-36	19	-1.6	CCOC(=O)C1(CCc2ccccc2)CCN(Cc2cccc3nccnc23)CC1
-26	-2	0.9	CCOC(=O)c1c(NC(=O)Cc2ccccc2)sc2c1CCN(C)C2
-19	39	-1.0	Cc1nc2cc(NC(=O)c3ccc(Br)s3)ccc2s1
-2	3	0.0	CS(=O)(=O)N1CCN(Cc2cc(=O)n3ccsc3n2)CC1
-5	11	0.5	Cc1nc2ccccc2cc1C(=O)NCc1ccco1
-12	30	-2.9	CCN(CC)Cc1cc(CC(C(N)=O)C(N)=O)ccc1OC
-7	-2	-0.2	COc1ccc(C(=O)COC(=O)CN2C(=O)c3ccccc3C2=O)c(OC)c1
-40	13	-1.4	COc1ccc(CNC(=O)CSc2nc(C)cs2)cc1
-5	4	-0.8	CCOC(=O)c1ccc(NC(=O)CCS(=O)(=O)Cc2ccccc2)cc1
-19	8	-2.2	O=c1[nH]nc(SCc2ccccc2)n1C1CC2C=CC1C2 (configuration not stated)
-15	12	-0.1	Cc1ccc(OCCC(=O)Nc2ccc(C)c(F)c2)cc1
-20	4	0.2	CCCN(Cc1cc(=O)[nH]c2ccccc12)C(=O)CC
-21	22	0.1	CC(C)OCCCn1c(=S)[nH]c2ncccc2c1=O
-22	26	-1.0	COC(=O)c1cc(S(=O)(=O)N2CCN(c3cc(C)ccc3C)CC2)c[nH]1
-8	15	-1.4	Cc1ccc(SCCNC(=O)c2ccccc2F)cc1
-25	8	-0.3	CN(CCOc1cccc(C(F)(F)F)c1)Cc1ccccc1
-5	9	-1.1	O=C(COC(=O)CNC(=O)c1sc2ccccc2c1Cl)Nc1c(Cl)cc(Cl)cc1Cl
-28	33	-1.2	CCOc1ccc(NC(=O)c2cccnc2SC)cc1
1	11	-0.7	O=C(Nc1ccc2oc(=O)ccc2c1)c1ccccc1[N+](=O)[O-]
-6	8	-2.2	O=c1c2ccccc2nc(CSc2nnnn2-c2ccccc2)n1-c1ccccc1
-9	18	-1.2	CCCn1c(/N=C/c2ccc3c(c2)OCO3)nc2ccccc21
3	6	-0.9	O=C1OC(Nc2ccc(Br)cc2F)c2ccccc21 (configuration not stated)
-17	27	0.1	CCOC(=O)CNC(=O)c1sc(NC(=O)c2cccc(F)c2)nc1C
-32	1	0.4	Nn1c(SC/C=C/c2ccccc2)nnc1-c1ccccn1
-8	10	-1.8	C/C(=N\NC(=O)c1ccccc1[N+](=O)[O-])c1ccc(Br)s1

Part of the list above in order of length of the SMILES, highest first.
OX1R antag-1	OX1R antag-2	STK33 kinase inh	compound
-8	10	-1.8	C/C(=N\NC(=O)c1ccccc1[N+](=O)[O-])c1ccc(Br)s1
-17	27	0.1	CCOC(=O)CNC(=O)c1sc(NC(=O)c2cccc(F)c2)nc1C
-32	1	0.4	Nn1c(SC/C=C/c2ccccc2)nnc1-c1ccccn1
-21	22	0.1	CC(C)OCCCn1c(=S)[nH]c2ncccc2c1=O
3	6	-0.9	O=C1OC(Nc2ccc(Br)cc2F)c2ccccc21 (configuration not stated)
-28	33	-1.2	CCOc1ccc(NC(=O)c2cccnc2SC)cc1

4 compounds already listed, sorted by the number in OX1R antag-2, descending.
OX1R antag-1	OX1R antag-2	STK33 kinase inh	compound
-28	33	-1.2	CCOc1ccc(NC(=O)c2cccnc2SC)cc1
-5	9	-1.1	O=C(COC(=O)CNC(=O)c1sc2ccccc2c1Cl)Nc1c(Cl)cc(Cl)cc1Cl
-20	4	0.2	CCCN(Cc1cc(=O)[nH]c2ccccc12)C(=O)CC
-32	1	0.4	Nn1c(SC/C=C/c2ccccc2)nnc1-c1ccccn1

Continued.
OX1R antag-1	OX1R antag-2	STK33 kinase inh	compound
-11	19	-2.0	O=C(Cc1ccccc1Cl)NC1(O)C(=O)c2ccccc2C1=O
-13	6	0.3	COc1cccc(C=O)c1OC(=O)N1CCOCC1
-1	18	-0.1	NC(=O)C1CCN(C(=O)c2cnn(-c3ccccc3)c2NC(=O)c2cccc(F)c2)CC1
-18	7	-2.0	C/C=C(\C)CN1CCN(c2cc(C)ccc2C)CC1
-20	6	-1.3	CCOC(=O)N1CCN(C(=O)/C(=C/c2ccc(OC)cc2)NC(=O)c2ccccc2)CC1
-6	13	0.2	N#C/C(=C\c1ccc(Oc2ccc(C(F)(F)F)cc2[N+](=O)[O-])cc1)c1nc2ccccc2[nH]1
-20	52	0.2	N=C1C(c2ccccc2)=C(O)CN1c1cccc2ccccc12
-10	5	-1.6	Cc1ccc(CNC(=O)c2sc3nc4c(c(C(F)(F)F)c3c2N)CCC4)cc1
-24	14	-0.1	CCSc1nnc(-c2ccncc2)n1Cc1ccccc1
-6	7	0.1	C/C(=N/O)c1ccc(Oc2cnccn2)cc1
-9	4	-0.4	Cc1cc(C(=O)N/N=C/c2c[nH]c3ccccc23)c(C)o1
-4	46	1.5	COc1cccc(C(=O)Nc2sc(C(C)C)cc2C(N)=O)c1OC
-6	10	-2.4	CC(C)Cn1c(N)c(C(=O)CSc2ncccn2)c(=O)n(C)c1=O
-13	40	2.8	NS(=O)(=O)c1ccc(Cl)c(C(=O)Nc2ccccc2[N+](=O)[O-])c1
-6	28	-1.8	O=C1CN(c2nc3nonc3nc2N2CCCCC2)CCN1
1	4	1.6	COc1ccc(S(=O)(=O)N2CCOCC2)cc1C(=O)Nc1ccc2c(c1)OCO2
8	22	0.5	Cc1onc(-c2ccccc2)c1C(=O)c1c[nH]c(C(=O)NCCCN2CCOCC2)c1
-12	-3	0.0	Cc1ccc(NC(=O)Cc2ncon2)cc1Cl
-17	24	-0.2	COc1ccc(C2CC(C(F)(F)F)n3ncc(C(=O)NCC4CCCO4)c3N2)cc1OC (configuration not stated)
-8	-10	0.3	Cc1ccccc1NC(=O)C1CCC(=O)N1 (configuration not stated)
-13	32	-0.5	Cc1nn(Cc2ccccc2)c(C)c1/C=N/NC(=O)c1ccccc1O
0	3	-1.1	O=C(COC(=O)c1ccco1)NCc1ccc(Cl)cc1Cl
-10	-3	1.1	CCCCn1c(CCCNC(=O)CC)nc2ccccc21
-25	10	-0.8	CC(=O)CCc1c(C)nc2ccc(C)cc2c1Cl
-34	11	-0.2	COC(=O)c1ccc(CN2CCCC(CNC(=O)Cc3ccc(OC)cc3)C2)cc1 (configuration not stated)
-23	41	0.1	Cc1cc(C)c(NC(=S)NC(=O)c2c(Cl)c(C)nn2C)c([N+](=O)[O-])c1
-9	28	-1.7	Cc1ccc(NC(=O)CN2CCC(NC(=O)c3ccccc3F)CC2)cc1C
-16	12	-0.6	COc1ccc(CC(=O)Nc2sc3c(c2C#N)CC(C)(C)NC3(C)C)cc1OC
-21	10	0.1	COc1cc(OC)cc(C(=O)NCC(=O)OC(C)C(=O)NC(C)C2CC3CCC2C3)c1 (configuration not stated)
-27	7	0.0	COc1cc(OC)cc(OC(=O)c2ccc3c(=O)n4c(nc3c2)CCC4)c1
-23	29	-1.4	CCOC(=O)C1CCCN(CC(=O)Nc2c(F)c(F)c(F)c(F)c2F)C1 (configuration not stated)
-12	27	-0.6	Cn1c(=O)c2c(nc(NCc3ccc4c(c3)OCO4)n2Cc2ccccc2)n(C)c1=O
-19	16	-0.5	Cc1cccc(COc2ccccc2C(=O)OCC(=O)N(C)c2c(N)n(Cc3ccccc3)c(=O)[nH]c2=O)c1
-3	9	1.4	O=C(NC1CC1)C(=O)c1c[nH]c2ccccc12
-1	8	0.9	Cc1ccsc1/C=N/NC(=O)c1nnn(-c2nonc2N)c1-c1ccccc1
-17	1	0.5	Cc1ccc(S(=O)(=O)CCSc2nccn2C)cc1
50*	71*	-1.1	Cc1ccc([C@@H]2CC=C(C(=O)O)[C@H](c3cccc(F)c3)N2S(=O)(=O)c2ccccc2C)cc1
-7	3	-0.3	CCN(CC)CCN(C(=O)CCOc1ccccc1)c1nc2ccc(F)cc2s1
-25	16	1.2	CC(=O)c1sc(NC(=O)c2cccc(C)c2)nc1C
-19	33	-2.7	COc1cc(N=c2ssnc2Cl)cc(OC)c1OC
-12	22	0.4	Cc1nnc(Nc2ccccc2)n(N)c1=O
-30	1	-0.9	COCCNCC(=O)NC12CC3CC(CC(C3)C1)C2
10	5	-1.7	CCC(=O)c1ccc(OCC(=O)NCCc2ccccn2)cc1
20	10	0.4	CC1(C)CSC(=NCc2ccccc2)N1C(=O)c1cccc([N+](=O)[O-])c1
-9	2	0.0	CC(OC(=O)c1cccc(-n2cnnn2)c1)c1nc2ccccc2c(=O)[nH]1 (configuration not stated)
-9	25	0.5	CC(=O)c1cnn(-c2cc(Oc3ccc(F)cc3)ncn2)c1C
-7	0	-1.0	O=C(CNCC1CCCO1)Nc1ccccc1-n1cccc1 (configuration not stated)
-24	18	-1.1	COc1ccc(-n2nc(C(=O)NCC(=O)N3CCCCCC3)c3ccccc3c2=O)cc1Cl
-13	16	-1.3	C/C(=N/NC(=O)c1ccc(NC(=O)c2ccc(F)cc2)cc1)c1ccccc1
-41	26	4.2	CC1CCN(c2nc(-c3ccncc3)nc3ccccc23)CC1
-15	12	-2.1	O=C1NCCN(Cc2cccc(Oc3ccccc3)c2)C1CC(=O)N1CCCO1 (configuration not stated)
-5	24	-0.4	Cn1cc(NC(=O)Nc2ccc(C(F)(F)F)cc2)c(C(F)(F)F)n1
-23	16	-0.1	CC(C)(C)c1cc(-c2ccco2)c(C#N)c(SCC#N)n1
8	17	-3.0	CCCC1(C(=O)O)NC(c2cccc(OC)c2O)C2C(=O)N(c3ccccc3)C(=O)C21 (configuration not stated)
0	5	-0.2	Cc1cc(=O)c2ccccc2[nH]1
7	28	-0.2	COc1ccc(CN2CCC(n3nccc3NC(=O)c3cccc(F)c3)CC2)cc1O
2	7	1.1	C[C@@H](O)C(C(=O)N1CCNCC1)n1cc([C@@H](N)CCCCN)nn1 (some centres not stated)
-6	11	-1.4	COc1cccc(C(=O)N2CCN(Cc3ccccc3[N+](=O)[O-])CC2)c1
25	5	-1.6	O=C1CN(C(=O)NCC(=O)N2CCCC2)c2ccccc2N1
-17	3	1.6	CCc1ccc2c(c1)[C@]1(C(=O)N2)[C@@H]2C(=O)N(Cc3ccccc3)C(=O)[C@@H]2[C@@H]2CCCN21

Other results follow:
OX1R antag-1	OX1R antag-2	STK33 kinase inh	compound
-20	11	0.0	CSc1cccc(NC(=O)c2ccccc2N(C)S(C)(=O)=O)c1
-10	10	-0.3	CCOC(=O)c1cn(Cc2ccccc2)nn1
-7	12	1.0	C[n+]1cccc(C(=O)NCC2CCCO2)c1 (configuration not stated)
-18	24	-0.9	CC(C)(C)c1ccc(S(=O)(=O)NCc2ccc(C(=O)NCC3CCCO3)cc2)cc1 (configuration not stated)
7	57*	0.6	O=C(OCCNc1nc(-c2ccccc2)nc2ccccc12)c1ccncc1
-1	7	-0.6	CC1(C(=O)NNC(=O)c2ccc(=O)oc2)CC1Br (configuration not stated)
2	2	·	Cc1ccc(C(=O)NNC(=O)c2csc(N3CCOCC3)n2)o1
-18	17	-0.4	Cc1ccc(NC(=O)CNCC(c2ccccc2)N(C)C)cc1F (configuration not stated)
-23	15	-2.6	CC(O)c1nc2ccccc2n1CCOc1ccccc1 (configuration not stated)
-21	18	0.2	N#C/C(=C\c1cn[nH]c1-c1ccc(Cl)cc1)C(=O)NCc1ccccc1
-22	1	-2.0	COc1cc(C(=O)ON=C2C3CC4CC(C3)CC2C4)cc(OC)c1OC
-32	10	-0.6	Cc1ccc(-c2cc3nc(C)cc(NCc4ccco4)n3n2)cc1
-25	30	-1.4	CCCn1c(SCC(=O)NNC(=O)c2ccc(OC)cc2)nnc1C(C)C
-5	9	-2.0	Cc1nn(C)c(C)c1NS(=O)(=O)c1c(C)n[nH]c1C
22	44*	1.2	CSc1ccccc1OCc1cc(C(=O)N(C)CCc2c(C)n[nH]c2C)no1
-24	23	-0.4	CN1C2CCC1/C(=C\c1ccccc1)C(=O)/C2=C\c1ccccc1
-24	13	1.3	CC1CCN(CC(=O)Nc2sc3c(c2C#N)CCC3)CC1
-31	-3	0.2	Cc1cc(C)n(-c2ccc(C(=O)Nc3ccccc3N3CCOCC3)cc2)n1
-17	7	1.5	COc1ccccc1C(=O)Nc1ccc2c(c1)n(C)c(=O)n2C
-33	9	-2.3	O=C(N[C@@H]1C/C=C\C[C@@H](CC(=O)N(CCO)Cc2ccccc2)C(=O)N[C@H](Cc2ccccc2)COC1=O)OCC1c2ccccc2-c2ccccc21
-13	16	0.5	CCn1c(=O)c(=O)n(CC)c2cc(S(=O)(=O)Nc3cccc(OC)c3)ccc21
-9	14	0.4	Cc1ccc(C(=O)CCNc2ccc(Br)cc2)o1
-29	16	1.2	CCC(=O)Nc1ccc(C(=O)CSc2nc3ccc(C)cc3[nH]2)cc1
